# H37Rv inhibition: M. tuberculosis growth inhibition, HTS (AID 449762); actives 0.59% (n = 330,000); inhibition, % at 25 µM; hits with a dose series show IC50 in µM; M. tuberculosis H37Rv growth inhibition, 7H9 media; higher % means a stronger effect; in the data active = a potency from the dose series; inconclusive = inhibition above about 70% without an active follow-up result;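 note: bacterial growth assessed after seven days of incubation; strong numbers were not always called active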
# Salmonella PhoP GFP: Inhibition of PhoP regulon, Salmonella typhi GFP reporter cells, confirmation, 4 h (AID 1850); Salmonella Typhi PhoP-promoter GFP reporter, fluorescence, 4 h; higher % means a stronger effect; inhibition, % at 50 µM; hits with a dose series show IC50 in µM; actives 0.33% (n = 310,000); in the data active = a potency from the dose series; inconclusive = inhibition mostly from about 25% at the one dose, without a potency; inactive = the rest, 99 in 100 with inhibition below about 19%;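 note: 0% = induced wells with vehicle and 100% = uninduced wells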
# influenza NS1A: H1N1 influenza NS1A inhibitors, functional cell based assay (AID 504329). NS1A functional cell-based assay, percent inhibition; higher % means a stronger effect. inhibition, % at 12.5 µM, or IC50 in µM where a hit was titrated. actives 0.3% (n = 340,000); in the data active = a potency from the dose series; inconclusive = inhibition above about 27% without an active follow-up result; note: strong numbers were not always called active
# inhibitors of VEEV: inhibitors of VEEV TC-83 cytopathic effect, confirmation, Vero cells (AID 588727) | Vero cells, VEEV TC-83 cytopathic effect inhibition; higher % means a stronger effect | one-dose inhibition, % at 20 µM; IC50 in µM for titrated hits | actives 0.13% (n = 350,000); in the data active = a potency from the dose series; inconclusive = inhibition mostly from about 14% at the one dose, without a potency; inactive = the rest, 99 in 100 with inhibition below about 12%; note: strong numbers were not always called active
# M. tuberculosis: growth inhibition of non-replicating M. tuberculosis (AID 488890) | Mycobacterium tuberculosis non-replicating, growth inhibition; higher % means a stronger effect | inhibition, % at 25 µM; hits with a dose series show IC50 in µM | actives 0.39% (n = 320,000); in the data active = a potency from the dose series; inconclusive = inhibition mostly from about 82% at the one dose, without a potency; inactive = the rest, 99 in 100 with inhibition below about 76%;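 note: plate controls were DMSO cells for no effect and high antibiotic wells for full effect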
# inhibitors of VEEV 10K pilot screen: further read-out of inhibitors of VEEV, marked with its call; inhibition, %; measured here: 10K pilot screen inhibition
# Starred values were filed as active, the others as inactive; i = inactive; u = inconclusive; x = not tested or not shown.
# Sample of the layout, 5 compounds:
SMILES,H37Rv inhibition,Salmonella PhoP GFP,influenza NS1A,inhibitors of VEEV,M. tuberculosis,others
CC(C)c1ccc(NC(=O)CN2C(=O)COc3ccc(S(=O)(=O)N4CCOCC4)cc32)cc1,3%,-5%,10%,i,-2%,
COc1cc(OC)cc(C(=O)N2CCN(C3CCC(C)CC3)CC2)c1 (stereo not drawn),x,x,-10%,1.3%,x,
COc1cc(C(=O)N2CCN(C(=O)C(Cc3cc(C)ccc3C)NC(C)=O)CC2)cc(OC)c1OC (stereo not drawn),-10%,-7%,2%,5.1%,3%,inhibitors of VEEV 10K pilot screen=1.2
CN1CCN(C(=O)CCC(=O)c2ccc(F)cc2)CC1,11%,15%,-3%,2.2%,18%,
O=C(COC(=O)c1cc(S(=O)(=O)N2CCOCC2)ccc1F)NC1CC1,-4%,x,10%,i,-1%,

# This part in full (from the top)
SMILES,H37Rv inhibition,Salmonella PhoP GFP,influenza NS1A,inhibitors of VEEV,M. tuberculosis,others
CC(C)c1ccc(NC(=O)CN2C(=O)COc3ccc(S(=O)(=O)N4CCOCC4)cc32)cc1,3%,-5%,10%,i,-2%,
COc1cc(OC)cc(C(=O)N2CCN(C3CCC(C)CC3)CC2)c1 (stereo not drawn),x,x,-10%,1.3%,x,
COc1cc(C(=O)N2CCN(C(=O)C(Cc3cc(C)ccc3C)NC(C)=O)CC2)cc(OC)c1OC (stereo not drawn),-10%,-7%,2%,5.1%,3%,inhibitors of VEEV 10K pilot screen=1.2
CN1CCN(C(=O)CCC(=O)c2ccc(F)cc2)CC1,11%,15%,-3%,2.2%,18%,
O=C(COC(=O)c1cc(S(=O)(=O)N2CCOCC2)ccc1F)NC1CC1,-4%,x,10%,i,-1%,
CC(C)CNC(=S)NNC(=O)CC(C)O (stereo not drawn),-1%,-8%,-5%,1.3%,-7%,
COc1nc(N2CCOCC2)nc(-n2cccc2)n1,-12%,-7%,-3%,1.9%,-11%,
CN1CCN(C(CNC(=O)C(=O)NC2CCCC2)c2ccc(F)cc2)CC1 (stereo not drawn),-5%,5%,-4%,0.1%,-12%,
NC(=O)CCN(C1CCCCC1)S(=O)(=O)c1cccc2nsnc12,-1%,9%,3%,2.7%,-17%,
CCc1nn2cc(C(=O)c3cc(C)ccc3O)cnc2c1-c1ccc(F)cc1,2%,-2%,-2%,3.6%,-12%,
CCn1c(CCNC(=O)c2cccs2)nnc1SCC(=O)c1ccc(OC)cc1,1%,-7%,-5%,0.1%,2%,
CN(CC(=O)NCCc1ccc(S(N)(=O)=O)cc1)Cc1ccc(Cl)cc1Cl,-2%,-2%,1%,i,-6%,
O=C(c1ccc(Cl)c([N+](=O)[O-])c1)N1CCN(S(=O)(=O)c2ccc(Cl)cc2)CC1,-1%,x,-3%,6.2%,18%,
CC12CC(NC(=O)N1c1cccc(C(=O)N3CCN(c4ccccc4)CC3)c1)c1ccccc1O2 (stereo not drawn),1%,8%,5%,i,29%,
CCCCn1c(N)c(N(CC(C)C)C(=O)c2ccc(S(=O)(=O)N3CCC(C)CC3)cc2)c(=O)[nH]c1=O,-4%,2%,-5%,4.5%,8%,

# By substructure, the compounds so far with two or more sulfur atoms (2)
SMILES,H37Rv inhibition,Salmonella PhoP GFP,influenza NS1A,inhibitors of VEEV,M. tuberculosis,others
NC(=O)CCN(C1CCCCC1)S(=O)(=O)c1cccc2nsnc12,-1%,9%,3%,2.7%,-17%,
CCn1c(CCNC(=O)c2cccs2)nnc1SCC(=O)c1ccc(OC)cc1,1%,-7%,-5%,0.1%,2%,

# Additional results:
SMILES,H37Rv inhibition,Salmonella PhoP GFP,influenza NS1A,inhibitors of VEEV,M. tuberculosis,others
Cc1cc(NC(=O)CSc2nc(C(C)C)nc3ccccc23)no1,3%,-1%,6%,3.6%,20%,
O=C(Nc1ccccc1)C1CCCN(C(=O)c2ccc(F)cc2)C1 (stereo not drawn),11%,x,-3%,0.3%,18%,
Cc1cc2c(s1)c1cnn(Cc3ccccc3F)c(=O)c1n2C,0%,4%,7%,0.9%,1%,
CCCOc1cccc(OCC(=O)Nc2nc3ccccc3[nH]2)c1,8%,-6%,-2%,3.0%,u,
CN(CC(=O)Nc1cccc(F)c1)C(=O)c1cn(-c2ccccc2)nc1-c1cccs1,56%,5%,-7%,8.2%,10%,
C=CCNC(=S)N1CCC(Cc2ccccc2)CC1,-4%,-2%,6%,3.1%,77%,
CCN(CC)CCn1c(NC(=O)c2ccc(C)cc2)nc2ccccc21,12%,-2%,-17%,2.1%,u,
CC(=O)NC1=NN(C(C)=O)C2(S1)C(=O)N(C(C)=O)c1ccc(C)cc12 (stereo not drawn),-2%,11%,8%,0.4%,0%,
FC(F)Oc1ccc(NC(=S)NCc2ccccc2)cc1,2%,-12%,-4%,0.6%,u,
O=C(NCC(c1cccs1)N1CCOCC1)c1ccc(Cl)c(S(=O)(=O)N2CCOCC2)c1 (stereo not drawn),1%,-6%,-3%,4.0%,-4%,
Cc1ccc(C(=O)Nc2nnc(SCC(=O)N3CCCc4ccccc43)s2)cc1,-3%,-7%,-4%,5.8%,-7%,
COc1ccc(/C=N/NC(=O)C(C)n2cnc3ccccc3c2=O)cc1OC (stereo not drawn),8%,-1%,-9%,i,-7%,
Cc1noc(C)c1CCC(=O)O,-6%,-15%,-6%,1.0%,-16%,
Cc1ccnc(SCc2ccc(C(=O)O)cc2)n1,1%,-1%,25%,0.7%,2%,
COCCn1c(N)c(N(Cc2ccccc2)C(=O)c2cc(=O)[nH]c3ccccc23)c(=O)[nH]c1=O,7%,x,-15%,1.2%,2%,
Cc1ccc(C)c(NC(=S)NC(NC(=O)/C=C/c2ccccc2)C(Cl)(Cl)Cl)c1 (stereo not drawn),-6%,8%,-7%,i,-5%,
CN1CCOCCOCCN(C)C(=O)N2CCOCCOCCN(CCOCC2)C1=O,-2%,4%,-3%,0.2%,-4%,
Cc1ccc(CCNC(=O)CN2C(=O)COc3ccc(S(=O)(=O)N4CCCCC4)cc32)cc1,1%,1%,-4%,i,18%,
CC(C)CNC(=O)NC(=O)COc1c(F)c(F)cc(F)c1F,48%,-7%,-2%,i,0%,
CC(C)C[C@H](NC(=O)NCCc1ccc(Cl)cc1)C(=O)O,-1%,12%,-5%,0.3%,-16%,
CC(C)=C1C2CCC1C1C(=O)N(c3ccc(C)c(C)c3)C(=O)C21 (stereo not drawn),3%,1%,-1%,2.6%,-12%,
CCOC(=O)C1=C(c2ccccc2)Nc2nc(C)nn2C1c1cccc(OC)c1OC (stereo not drawn),-12%,4%,1%,1.7%,20%,
COC(=O)C1C(c2ccc(OC)cc2)NC(=O)NC1(O)C(F)(F)Cl (stereo not drawn),0%,0%,-6%,1.3%,0%,
C(=N\N1CCN(c2ccccn2)CC1)/C1=C(N2CCOCC2)C(=C/c2ccccc2)/CC1,4%,-5%,11%,1.4%,1%,
CC(C)(C)C(=O)Nc1ccc(N2CCCC2)cc1,7%,0%,16%,2.4%,73%,
CN1CCN(C(=O)C(C(=O)c2ccc(F)cc2)n2ccccc2=O)CC1 (stereo not drawn),-6%,-13%,7%,3.3%,5%,
CCCC(=O)N(c1ccc2oc(C)c(C(C)=O)c2c1)S(=O)(=O)c1ccc(C(=O)O)cc1,-5%,8%,4%,0.5%,-8%,
O=C(O)c1ccc(-n2nc(C(F)(F)F)c3c2-c2ccoc2CC3)cc1,-8%,3%,-4%,i,7%,
Cn1c(Cc2ccc3c(c2)OCO3)nnc1SCC(=O)N1CCc2ccccc2C1,-4%,-7%,7%,1.7%,7%,
CCOc1ccc(CN2CCN(c3ncnc4scc(-c5ccccc5)c34)CC2)cc1,u,0%,24%,2.5%,8%,

# Overlap with the part before: three compounds, followed by the next part.
SMILES,H37Rv inhibition,Salmonella PhoP GFP,influenza NS1A,inhibitors of VEEV,M. tuberculosis,others
O=C(O)c1ccc(-n2nc(C(F)(F)F)c3c2-c2ccoc2CC3)cc1,-8%,3%,-4%,i,7%,
Cn1c(Cc2ccc3c(c2)OCO3)nnc1SCC(=O)N1CCc2ccccc2C1,-4%,-7%,7%,1.7%,7%,
CCOc1ccc(CN2CCN(c3ncnc4scc(-c5ccccc5)c34)CC2)cc1,u,0%,24%,2.5%,8%,
O=C(O)CCNc1ccc(Cl)cc1,-2%,10%,18%,5.6%,20%,
O=C(CSc1n[nH]c(=O)[nH]c1=O)N/N=C/c1ccccc1O,5%,-6%,2%,1.4%,-17%,
O=C(NC(Cc1ccccc1)C(=O)OCC(=O)N1CCc2ccccc21)c1ccco1 (stereo not drawn),-1%,2%,-13%,2.3%,7%,
Cc1ccc(-c2nnc(SCc3nc4ccccc4[nH]3)n2Cc2ccco2)cc1,-1%,-7%,-28%,2.1%,18%,
COc1cc(S(=O)(=O)NCC(c2ccco2)N2CCCCC2)ccc1NC(C)=O (stereo not drawn),1%,x,2%,0.9%,x,
[O-][n+]1c2ccccc2[n+]([O-])c2cc(O)ccc21,60%,21%,6%,i,u,
O=C(N/N=C/c1cn(-c2ccccc2)nc1-c1cc2ccccc2o1)c1ccccc1Br,-1%,-3%,2%,1.1%,-11%,
CCCC(C)NC(=O)C1c2ccccc2Oc2ccccc21 (stereo not drawn),1%,0%,-13%,i,12%,
COc1ccc(-c2nnc(N(C)C(=O)C3CCOC3)s2)cc1 (stereo not drawn),4%,-3%,13%,1.4%,6%,
O=C(Nc1ccc(S(=O)(=O)NC2=NCCCCC2)cc1)c1ccc(C(F)(F)F)cc1,-2%,1%,-5%,2.0%,24%,
COc1cccc(/C=N/n2c(-c3n[nH]c4c3CCC4)n[nH]c2=S)c1O,-28%,-9%,14%,1.1%,-2%,
COc1ccc(Cl)cc1C(=O)NNC1CC(=O)N(Cc2ccc(Cl)cc2)C1=O (stereo not drawn),-2%,-2%,0%,2.8%,14%,
CCN1C(=O)[C@H]2[C@@H](c3ccc(-c4ccc(OC)cc4)cc3)N[C@@](C)(C(=O)OC)[C@H]2C1=O,-5%,-2%,5%,i,-3%,inhibitors of VEEV 10K pilot screen=1.0
COc1cc(C(=O)C(=O)c2ccc(OC)c(OC)c2)ccc1O,x,x,-21%,0.3%,x,
C/C(=N/NC(=O)CNC(=O)c1cccnc1)c1cccc([N+](=O)[O-])c1,-4%,-4%,0%,1.4%,-6%,
COc1ccc(C2CC(c3ccc(OC)cc3)n3nc(NS(C)(=O)=O)nc3N2)cc1 (stereo not drawn),5%,3%,-6%,i,18%,
CCN1CCN(C(=O)CN(c2cc(OC)ccc2OC)S(C)(=O)=O)CC1,8%,3%,-2%,6.1%,13%,
CCC(=O)c1ccc(OCC(=O)N(C)CC(=O)Nc2cccc(F)c2)cc1,-7%,-8%,-12%,0.3%,11%,
O=C(CN1C(=O)C2C3C=CC(C4CC34)C2C1=O)Nc1cccc2ncccc12 (stereo not drawn),3%,11%,9%,i,45%,
COc1ccc(/C=N/n2c(C)nnc2C)c(OC)c1OC,-9%,-2%,7%,1.4%,-1%,
CCc1ccc(OCC(=O)NNC(=O)Cc2cccs2)cc1,12%,3%,-7%,i,57%,

# Random excerpt: two compounds from above, in no set order.
SMILES,H37Rv inhibition,Salmonella PhoP GFP,influenza NS1A,inhibitors of VEEV,M. tuberculosis,others
CCOC(=O)C1=C(c2ccccc2)Nc2nc(C)nn2C1c1cccc(OC)c1OC (stereo not drawn),-12%,4%,1%,1.7%,20%,
CN1CCN(C(=O)C(C(=O)c2ccc(F)cc2)n2ccccc2=O)CC1 (stereo not drawn),-6%,-13%,7%,3.3%,5%,
